# Screening data (PubChem BioAssay)
# HGIII-sPLA2 inh = Blocks human group III sPLA2 activity; QFRET BODIPY PC-A2 liposome hydrolysis, fluorescence; inhibition, % at 12.2 µM; 370,000 tested, 0.56% active;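 active = inhibition above mean plus 3 SD of compounds lying within the high and low control bounds, cut at about 19% in these data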;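 note: 0% = median of test compound wells and 100% = no enzyme DMSO wells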
# ADAM10 inh = inhibitors of human ADAM10. recombinant ADAM10, EDANS/DABCYL FRET peptide cleavage, 3 h. O14672. inhibition, % at 7 µM. 370,000 tested, 0.62% active. AID 720582;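 active = inhibition above a per-campaign cutoff equal to the mean of compounds falling between control-based bounds plus 3 SD, cut at about 20% in these data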;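 note: 0% = DMSO wells while the 100% control is not disclosed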
# ASAP1 inh = ASAP1 ArfGAP inhibition | Q9ULH1 | ASAP1-stimulated ARF1 GTP hydrolysis, GDP FP detection | inhibition, % at 16.5 µM | 360,000 tested, 0.19% active | AID 624377; in the data active = inhibition above about 25%;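 note: 0% = vehicle with enzyme and substrate and 100% = no enzyme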
# GC-B act = GC-B (human) receptor activation | P20594 | HEK293-GC-B cells, CNP EC30, cGMP TR-FRET; 0% at EC30 CNP, 100% saturating CNP | activation, % at 10 µM | 370,000 tested, 0.11% active;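 active = activation at 10 µM reaching about 35% in either raw or pattern-adjusted values, limit read from the data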
# proKLK7 act = proKLK7 (human) activation, primary screen | 370,000 tested, 0.9% active | purified proKLK7, EDANS-DABCYL substrate fluorescence; 100% is mature enzyme control, 0% vehicle | P49862 | activation, % at 7 µM;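 active = activation above the mean of all tested compounds plus 3 SD, computed per campaign excluding outliers beyond control limits, cut at about 13% in these data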
# ARFGAP1 inh = inhibitors of rat ARFGAP1. Q62848. Arfgap1-stimulated ARF1 GTP hydrolysis, GDP FP detection. inhibition, % at 16.5 µM. 360,000 tested, 0.26% active. AID 651572;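 active = inhibition above a per-plate limit, mean inhibition of low control wells plus 3 SD, cut at about 25% in these data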;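 note: 0% = DMSO wells with enzyme and 100% = wells lacking Arfgap1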
#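 system = rat Arfgap1 catalytic domain, aa 1-136 | technique = FP, GDP Alexa 633 tracer displaced from anti-GDP antibody, 620/688 nm | compound = one concentration, 16.5 µM, DMSO 1.26% | medium = HEPES-based buffer, pH 7.5 | timing = compound-enzyme preincubation 20 min, reaction 120 min, detection 60 min, 25 °C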
# GC-A act = GC-A (human) enzyme activation; P16066; HEK293 GC-A cells, cGMP TR-FRET, EC30 ANP; 0% at EC30 ANP, 100% saturating ANP; activation, % at 10 µM; 370,000 tested, 0.14% active; in the data active = activation above about 40%
# rCAG binder = r(CAG) repeat RNA binding. TO-PRO-1 dye displacement fluorescence. 370,000 tested, 1.3% active. AID 651821. inhibition, % at 3 µM;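 active = inhibition above the plate cutoff, the mean of all test compounds on that plate plus 3 SD, cut at about 35% in these data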;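 note: 0% = DMSO alone and 100% = 100 µM mitoxantrone as full dye displacement; higher means more dye released from RNA so lower well fluorescence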
# DDE Tn6 FP inh = disrupts Tn6 cyclic peptide binding to fibrin D-Dimer-E complex; P02675; Fibrin DD(E) TRITC-Tn6 fluorescence polarization displacement; inhibition, % at 8.3 µM; 370,000 tested, 0.21% active; AID 720509;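 active = inhibition above a per-campaign cutoff: mean of compounds within control limits plus 3 SD, cut at about 15% in these data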;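 note: 0% = median of all compound wells on the plate and 100% = blocking peptide control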
# FXN GAA850 act = increases GAA850 frataxin promoter reporter activity | HEK293 lucGAA850 FXN promoter luciferase reporter, 24 h; percent of 10 µM SAHA response | activation, % at 6 µM | 360,000 tested, 0.56% active | AID 540364;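 active = activation above the average of all compounds screened plus 3 SD, cutoff fixed separately per campaign, cut at about 7.5% in these data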;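 note: 0% = DMSO wells and 100% = 10 µM SAHA wells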
# * = called active by the depositor; nt = not tested or not shown.
SMILES,HGIII-sPLA2 inh,ADAM10 inh,ASAP1 inh,GC-B act,proKLK7 act,ARFGAP1 inh,GC-A act,rCAG binder,DDE Tn6 FP inh,FXN GAA850 act
O=C(COc1ccc2ccccc2c1)NCCNC(=O)COc1ccc2ccccc2c1,3,-2,7,-21,-0.8,18,-15,3,6,2.3
CC1([N+](=O)[O-])COC2(OC1)C(=O)Nc1ccccc12 (stereo not given),3,-1,2,5,-0.1,-4,-1,1,-3,-0.2
Cn1c(-c2ccsc2)c(-c2cccs2)c2cc(-c3ccc4[nH]ccc4c3)ccc21,8,-5,12,-1,-1.1,7,-2,34,0,0.2
Cc1c(CCOC(=O)C23CC4CC(CC(C)(C4)C2)C3)sc[n+]1CC(=O)c1ccccc1,4,4,-13,1,0.2,13,-2,-1,-1,8.3*
CC(C)c1ccc(C2NC(C(=O)O)CS2)cc1 (stereo not given),6,-6,18,4,0.5,9,2,-3,12,-0.1
COC(=O)C1C(=O)CC(C)(O)C(C(=O)OC)C1c1ccccc1F (stereo not given),-1,3,10,7,0.0,-1,1,0,2,1.0
O=C1Cc2cc(S(=O)(=O)Nc3cccc([N+](=O)[O-])c3)cc3c2N1CCC3,-39,12,2,1,-0.7,-6,1,30,-3,3.7
COc1ccc(C(C)(C)C)cc1NC(=O)Nc1ccc2c(c1)OCO2,0,24*,-3,-1,-0.1,3,2,6,-5,-1.5
Cc1cc2c(c(=O)n1CC1CCCO1)C(c1ccc3c(c1)OCO3)C(C#N)=C(N)O2 (stereo not given),-1,-3,-7,5,0.0,-7,7,0,-9,1.6
CC(C)CN1CCN(CCCc2ccccc2)C(CCO)C1 (stereo not given),2,10,-6,2,-0.3,-8,-1,-4,-1,1.2
Cc1cccc(OCc2nnc(SCC(=O)OC3CCCCC3)o2)c1,-5,12,6,-2,0.1,2,60*,-2,7,0.5
CCC(=O)OCCn1c(=O)c2ccccc2c2ccccc2c1=O,-1,-6,7,-3,0.2,-6,-1,-4,6,-1.0
CC(=O)Nc1nnc(SCC(=O)N2CCN(Cc3ccccc3)CC2)s1,4,11,-4,6,0.5,-3,2,-4,-10,-0.4
COc1ccc(OC)c(N(CC(=O)N2CCCC2)S(C)(=O)=O)c1,0,-1,10,5,-0.1,0,2,-2,5,-0.3
CCOC(=O)C1=C(C)OC(N)=C(C#N)C1c1ccc(OC)c(C)c1OC (stereo not given),-26,-22,8,-3,0.4,9,-9,2,2,-1.9
O=C(Nc1ccc2[nH]c(=O)[nH]c2c1)c1ccc(Cl)c(Cl)c1,1,1,-10,5,0.7,-1,-2,2,0,0.8
CCOC(=O)Nc1sc(NS(=O)(=O)c2ccccc2)nc1C,10,1,-6,1,0.0,4,3,2,2,-2.6
COc1ccc(Cn2c(=O)c3c(nc(NCCO)n3C)n(C)c2=O)cc1,12,1,-13,13,0.2,16,9,1,4,1.5
COc1ccc2oc(=O)c(C(=O)N3CCN(c4ccccc4)CC3)cc2c1,5,-27,-11,3,1.1,-7,1,-5,5,3.8
NC(=O)N/N=C/c1cc(Br)ccc1OC(=O)c1ccccc1,6,-3,0,0,17*,13,-6,1,-1,0.8
CCOc1ccccc1Nc1nc(N)nc(Cl)c1CC,4,-8,-10,-1,-0.2,17,-2,5,1,-0.8
Cc1cc(N2CCCC2=O)ccc1S(=O)(=O)N1CCOCC1,5,8,3,2,-0.7,0,0,3,3,6.7
Cc1ccc(CNS(=O)(=O)c2c(C)[nH]c(C)c2C(=O)N2CCCC2)cc1,0,5,-4,1,-0.1,-10,4,2,-1,2.8
COc1ccc2c(c1OC)C[N+]1([O-])CCc3cc4c(cc3C1C2)OCO4 (stereo not given),12,-11,6,8,-0.2,-3,3,5,-3,1.1
Cn1c(=O)c2sccc2n2c(CCCC(=O)NC3CCN(Cc4ccccc4)CC3)nnc12,3,-7,-9,-1,0.3,-7,8,-4,5,0.0
Nc1c(N2CCCC2)c2ccccc2oc1=O,0,-25,13,1,0.4,-6,-3,3,0,5.1
Cc1ccc(CSc2nnc(CCCCCNC(=O)OC(C)(C)C)o2)cc1,-1,-5,-3,-5,-0.2,10,-1,-11,-2,-0.8
O=C(c1ccccc1F)N1CCN(c2ccc([N+](=O)[O-])cc2-n2cccc2)CC1,-4,2,-2,0,0.8,6,-4,2,-6,0.6
O=C(Nc1nc(-c2ccc(F)c(F)c2)cs1)c1ccc(OCC2CCCO2)cc1 (stereo not given),-3,4,-7,-1,-0.1,9,8,0,-4,-4.8
Cc1cc2ncc(-c3ccccc3)nc2cc1C,6,-22,-14,-4,-0.7,-11,-6,-1,1,4.3
Cc1cccc(Nc2nnc(SCc3cn4ccsc4n3)s2)c1,-5,5,6,0,-0.3,18,-1,-1,2,3.6
COc1ccccc1Oc1ccc(S(=O)(=O)NCc2ccccn2)cc1,-6,-5,-12,2,0.4,-8,-1,-8,15*,-0.9
O=C(CSc1nc(O)cc(=O)n1C1CCCC1)Nc1cccc(Cl)c1Cl,-4,0,9,-3,0.3,5,-6,32,-1,-1.1
Cc1ccc(-n2ncc3c2CC(C)(C)CC3NC(=O)CCCN2CCCC2=O)cc1 (stereo not given),3,-7,-2,2,-0.2,11,4,-10,6,-0.1
Cc1nnc(NC(=O)CSc2nnc(C)n2Cc2ccccc2)s1,4,-8,3,-3,1.5,-4,2,-5,-4,-0.1
Cc1c(C)c2cc(Cl)c(OC(C)C(=O)NCCN3CCOCC3)cc2oc1=O (stereo not given),-6,-181,11,-2,1.1,-12,-5,-6,2,0.5
CS(=O)(=O)N1CCN(C(=O)c2ccncc2)CC1,-1,5,10,-2,2.4,-14,1,0,5,-0.2
COc1ccc(Cl)cc1C(=O)NCCc1ccc(S(=O)(=O)NC(=O)NC2CCCCC2)cc1,-28,5,-6,0,0.7,-5,0,41*,-3,0.5
Cc1ccc(NC(=O)CSCC(=O)N2c3ccccc3CCc3ccccc32)cc1,-15,4,1,-4,0.2,-4,-6,-6,8,-2.1
CCC(Cc1ccccc1)OC(=O)c1ccccc1C(=O)O (stereo not given),-5,-6,5,-2,-0.1,7,-3,4,2,-0.2
COCCNC(=O)Cn1ccc2cc(S(=O)(=O)N3CCCCCC3)ccc21,2,-4,-9,-6,0.7,1,3,-4,-5,-1.4
CC1(C)NC(=O)N(CC(=O)OCC(=O)Nc2cc(S(=O)(=O)N3CCCCCC3)ccc2Cl)C1=O,6,-6,18,3,0.3,4,-2,0,2,4.0
O=C(CCCO)CCCCCCCCC[C@H]1N[C@H](CO)[C@@H](O)[C@@H]1O,12,-2,4,3,0.6,-10,-3,-3,-1,0.5
CCOP(=O)(OCC)C(NC(=O)Nc1ccc(Cl)cc1)C(N)=O (stereo not given),10,-11,-10,1,-0.9,3,-1,-2,1,1.1
CCN(Cc1ccccc1)C(=O)COC(=O)Cn1cnc2ccccc21,-2,0,-6,-1,-0.5,1,-4,-2,1,2.5
Cc1cccc(-c2cc3nc(-c4ccccc4)cc(=O)n3[nH]2)c1,-6,-158,13,-3,-25,2,2,18,-4,4.3
CCN(CC)c1ncnc2c1ncn2[C@H]1CN(Cc2cc(OC)c(OC)c(OC)c2)C[C@@H](CO)O1,0,-5,-11,-8,1.3,10,-1,-3,3,4.2
CCCCN(C)CCNC(=O)CSCc1ccc(C)cc1,-2,3,0,1,0.1,4,-4,-5,3,0.0
O=C(COC(=O)c1nc(Cl)ccc1Cl)c1ccc[nH]1,8,-12,-7,5,0.0,-3,1,3,8,-0.9
COc1cc(S(=O)(=O)N2CCC(c3nc4ccccc4s3)CC2)ccc1S(=O)(=O)N1CC(C)CC(C)C1 (stereo not given),7,-4,2,-3,-0.1,2,3,0,-3,1.4
CC(=O)Nc1ccc(-c2ccnc3c2CC(C)(C(=O)Nc2ccc(Cl)cc2)O3)cc1 (stereo not given),-12,-1,11,-5,-0.2,-8,-6,2,-2,-2.3
Cc1ccc2cc(CN(Cc3ccc4c(c3)OCO4)Cc3nnnn3Cc3ccco3)c(=O)[nH]c2c1C,-3,-33,-4,-2,-0.6,6,-8,8,-3,3.3
COc1ccc(CCNC(=O)CCNC(=O)c2ccco2)cc1OC,0,3,8,5,-0.2,8,2,0,9,1.5
Cc1c(C(=O)OCC(=O)N2CCCC(C)C2)oc2ccccc12 (stereo not given),9,-10,6,0,-0.4,-6,-1,-5,-1,3.9
CCOC(=O)C1(CCOc2ccccc2)CCN(Cc2cccc(OCCO)c2)CC1,-12,-3,3,-1,-0.2,-3,1,-8,-1,0.8
CCCOc1cccc(C(=O)N(Cc2cccs2)C2CCS(=O)(=O)C2)c1 (stereo not given),0,4,1,1,0.4,-5,-5,-12,-2,-0.6
Cc1ccc(F)cc1NC(=O)CCNC(=O)c1ccc([N+](=O)[O-])cc1,2,-5,6,2,-1.1,6,1,-1,-4,3.0
Cc1ccc(S(=O)(=O)CCc2nnc(NC(=O)C3CCCO3)s2)cc1 (stereo not given),4,11,9,3,-0.8,1,1,0,6,-0.3
O=C(c1cccc(-n2cnnn2)c1)N1CC=C(c2ccccc2)CC1,-3,-5,-1,-4,-0.4,-3,3,0,4,2.1
COc1cc(S(=O)(=O)N2CCN(Cc3ccccc3)CC2)ccc1Br,-9,10,0,-1,0.1,-2,5,-4,4,4.0

# In another format: entries from further up.
molecule	HGIII-sPLA2 inh	ADAM10 inh	ASAP1 inh	GC-B act	proKLK7 act	ARFGAP1 inh	GC-A act	rCAG binder	DDE Tn6 FP inh	FXN GAA850 act
CCCCN(C)CCNC(=O)CSCc1ccc(C)cc1	-2	3	0	1	0.1	4	-4	-5	3	0.0
O=C(COC(=O)c1nc(Cl)ccc1Cl)c1ccc[nH]1	8	-12	-7	5	0.0	-3	1	3	8	-0.9
COc1cc(S(=O)(=O)N2CCC(c3nc4ccccc4s3)CC2)ccc1S(=O)(=O)N1CC(C)CC(C)C1 (stereo not given)	7	-4	2	-3	-0.1	2	3	0	-3	1.4
CC(=O)Nc1ccc(-c2ccnc3c2CC(C)(C(=O)Nc2ccc(Cl)cc2)O3)cc1 (stereo not given)	-12	-1	11	-5	-0.2	-8	-6	2	-2	-2.3
Cc1ccc2cc(CN(Cc3ccc4c(c3)OCO4)Cc3nnnn3Cc3ccco3)c(=O)[nH]c2c1C	-3	-33	-4	-2	-0.6	6	-8	8	-3	3.3

# The results go on.
SMILES,HGIII-sPLA2 inh,ADAM10 inh,ASAP1 inh,GC-B act,proKLK7 act,ARFGAP1 inh,GC-A act,rCAG binder,DDE Tn6 FP inh,FXN GAA850 act
O=C(Nc1cc(S(=O)(=O)Nc2ccccc2Cl)ccc1O)c1sc2cc(Cl)ccc2c1Cl,0,5,-4,0,-0.7,14,1,3,-3,0.5
CNc1ccc2nnc(C(F)(F)C(F)(F)C(F)(F)F)n2n1,4,-5,-1,4,0.0,8,5,-1,2,0.5
CC(C)c1nc(SCC(=O)NC2CCCC2)c2ccccc2n1,1,0,1,3,0.7,-8,4,1,0,1.1
Cc1ccc(C)n1-n1c(C)nc2scc(-c3cccs3)c2c1=O,-10,-2,-2,4,-0.2,0,-2,0,2,0.7
COc1cccc(CN2CCN(CCCc3ccccc3)C(CCO)C2)c1OC (stereo not given),0,3,1,-2,-0.4,6,4,-11,2,1.8
O=C(NCCN1C(=O)C2C3C=CC(C3)C2C1=O)c1cc(F)cc(F)c1 (stereo not given),4,-8,nt,0,0.0,nt,5,4,2,nt
